Screens (PubChem)
IMPase cell inh: cell-permeable inhibitors of inositol monophosphatase (IMPase) | P97697 | inhibition (IP1 accumulation), % at 46.1 µM | CHO-M1 cells, IP1 accumulation, HTRF TR-FRET ratio | 120,000 tested, under 10 active; active means well fitted curve in the direction sought with a large enough effect in the signal ratio, not every such curve was filed as active; inconclusive means small, poorly fitted or top-dose-only effect, or a change in a side signal; inactive means no such curve, though single readings can be large or run the other way; the % refers to the signal ratio;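 further: cells stimulated with carbachol in lithium chloride buffer; plate controls were DMSO basal wells for no effect and reference inhibitor wells for full effect; higher means more IMPase inhibition seen as more IP1 and lower FRET ratio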
Target sequence (P97697 whole entry, looked up): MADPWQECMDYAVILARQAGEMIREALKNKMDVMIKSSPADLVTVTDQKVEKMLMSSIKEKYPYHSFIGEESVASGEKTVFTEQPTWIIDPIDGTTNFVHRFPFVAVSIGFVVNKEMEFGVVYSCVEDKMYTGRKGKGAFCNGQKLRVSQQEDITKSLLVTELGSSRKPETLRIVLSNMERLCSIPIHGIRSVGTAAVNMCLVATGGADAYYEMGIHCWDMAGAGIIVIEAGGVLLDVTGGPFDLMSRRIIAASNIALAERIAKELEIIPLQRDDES
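Carbachol-driven Gq signalling in CHO-M1 cells (2000/well) generates IP1. Compounds that block IMPase raise IP1 and so reduce the FRET signal from Eu-anti-IP1 and d2-IP1 after a 10 min room-temperature lysis.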
ALOX15B inhib: inhibitors of human 15-lipoxygenase 2 (ALOX15B) | purified 15hLO-2, xylenol orange hydroperoxide absorbance | AID 881 | O15296 | 110,000 tested, 0.56% active | Potency, µM (doses to about 57.1 µM), without a hit: at the top dose activity change, negative = inhibition, most hits filed as inhibitors; further: potency means the concentration at half of the fitted maximal effect; nearly all actives have a fitted effect of over 60% in size; many of its hits are not listed in these tables
Target sequence (O15296 whole entry, looked up): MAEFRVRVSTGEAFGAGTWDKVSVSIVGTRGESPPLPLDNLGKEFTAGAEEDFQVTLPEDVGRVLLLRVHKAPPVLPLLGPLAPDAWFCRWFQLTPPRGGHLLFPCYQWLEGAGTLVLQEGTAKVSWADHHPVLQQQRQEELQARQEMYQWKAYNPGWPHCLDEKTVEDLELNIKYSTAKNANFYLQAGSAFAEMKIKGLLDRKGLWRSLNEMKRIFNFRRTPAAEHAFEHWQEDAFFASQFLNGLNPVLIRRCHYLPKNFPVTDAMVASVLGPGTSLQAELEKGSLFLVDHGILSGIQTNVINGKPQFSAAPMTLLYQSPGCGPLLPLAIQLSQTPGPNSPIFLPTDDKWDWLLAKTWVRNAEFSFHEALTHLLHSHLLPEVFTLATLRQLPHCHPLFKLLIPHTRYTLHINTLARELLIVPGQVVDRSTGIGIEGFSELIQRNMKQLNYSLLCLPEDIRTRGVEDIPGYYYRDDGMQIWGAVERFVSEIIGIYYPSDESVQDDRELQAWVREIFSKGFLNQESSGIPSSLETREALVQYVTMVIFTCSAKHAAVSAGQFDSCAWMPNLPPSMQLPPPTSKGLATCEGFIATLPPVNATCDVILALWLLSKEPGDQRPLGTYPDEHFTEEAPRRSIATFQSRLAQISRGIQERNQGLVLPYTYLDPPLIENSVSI
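Purified human 15hLO-2 (50 nM final) preincubated with compounds 15 min at room temperature in 25 mM Hepes pH 7.5, 0.01% Triton X-100, then 45 uM arachidonic acid added for 90 min; hydroperoxide detected via ferrous/xylenol orange, 573/405 nm absorbance ratio.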
PNC inhibitor: perinucleolar compartment assembly inhibition | PC3M PTB-GFP, PNC prevalence imaging, 16 h; stronger effect = lower value | activity change (PNC), negative = inhibition, % at 10 µM | 140,000 tested, 3.1% active | AID 2417;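 active means readout at or below -70, meaning at least 70% loss of cells showing the perinucleolar compartment, a nuclear body marking cancer cells; inconclusive means readout between -30 and a set limit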;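 further: plate controls were DMSO wells for no effect and camptothecin positive control wells for full effect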
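Read-out is percentage of cells bearing a perinucleolar compartment, from automated 20x imaging of fixed, Hoechst-stained PC3M PTB-GFP cells. Cells were seeded 4 h, then exposed 16 h to compound (23 nl of library stock) in duplicate plates.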
12-hLO inh: blocks human 12-lipoxygenase activity; AID 1452; P18054; Potency, µM (highest dose often 57.1 µM), inactives show at the top dose activity change, negative = inhibition, hits mostly inhibitors; 150,000 tested, 0.12% active; purified 12-hLO, xylenol orange hydroperoxide absorbance; further: potency means the concentration at half of the fitted maximal effect; nearly all actives have a fitted effect of over 55% in size; many of its hits are not listed in these tables
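Xylenol orange chromogenic assay: hydroperoxide from 12hLO oxidises Fe(II), giving red-shifted Fe(III)-XO absorbance. Conditions: 150 nM enzyme, 40 uM arachidonic acid, 25 mM Hepes pH 7.0, 0.01% Triton X-100, 30 min, room temperature.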
Starred values were filed as active, the others as inactive; ? = inconclusive; . = not tested or not shown; [ ] = another dose, or the depositor's remark. Unless noted, the call rests on the fitted dose curve; in most records, active means well fitted curve in the direction sought with a large enough effect; inconclusive means small, poorly fitted or top-dose-only effect, or another doubt; inactive means no such curve, though single readings can be large; an effect the other way counts as inactive or inconclusive. Unless noted, on the % scale 0 is the no-effect control and ±100 the full control effect. Not all compounds are listed; rates above refer to the full screens.

1) Cc1ccc(-n2c(SCC(N)=O)nc3c(c2=O)C2(CCCC2)Cc2ccccc2-3)cc1
2) Cc1cc(C(=O)COC(=O)CCCN2C(=O)c3ccccc3C2=O)c(C)n1C
3) CCCNC(=O)NS(=O)(=O)c1cnccc1Sc1ccc(Cl)cc1
4) Cc1c(-n2cc(C(=O)O)c(=O)c3cc(F)c(N4CCCC4)c(F)c32)c(=O)n(-c2ccccc2)n1C
5) COc1ccc(-c2ccccc2[C@H]2[C@@H]3C=CC[C@@H](C)[C@@H]3C(=O)N2Cc2ccccc2)cc1
6) O=C(Nc1ccc(F)cc1)C(c1ccccc1)N1CCN(S(=O)(=O)c2c(F)cccc2F)CC1 (stereo not given)
Compound | 1 | 2 | 3 | 4 | 5 | 6
IMPase cell inh | ? | -11.5 | 4.8 | -10.8 | . | .
ALOX15B inhib | . | -7.1% | -1.1% | -9.6% | -2.2%[0.0915 µM] | .
PNC inhibitor | 33.2 | -14.4 | 12.9 | 14.0 | . | 0.1
12-hLO inh | -0.6% | 3.4% | 3.4% | -6.5% | -8.1%[0.00818 µM] | -2.7%

7) COc1ccc(OCC(=O)O/N=C(\N)Cc2cccs2)cc1
8) COc1ccc(NC(=O)Cc2ccc(Cl)cc2)cc1NC(=O)c1ccco1
9) O=C(NCc1ccccc1)NC1(C(=O)N2CCN(c3ccccc3)CC2)CCCCC1
10) CCCCNC(=S)NNC(=O)c1ccc(Br)o1
11) CCOC(=O)C(=CNc1ccccc1C)C(=O)OCC
12) CCOC(=O)c1ccccc1NC(=O)C1COc2ccccc2O1 (stereo not given)
Compound | 7 | 8 | 9 | 10 | 11 | 12
IMPase cell inh | . | -3.5 | 7.8 | . | 16.6 | 3.8
ALOX15B inhib | . | -1.6% | -2.8% | . | 1.7% | 0.0%
PNC inhibitor | 14.5 | 37.3 | 29.4 | 20.4 | -21.1 | 36.9
12-hLO inh | -4.2% | -0.6% | -2.6% | 3.1% | 2.8% | -12.6%

13) COc1ccc(Nc2nnc(Cc3ccc(Cl)cc3)c(=O)[nH]2)c(OC)c1
14) O=C(CSc1nnc2c(n1)[nH]c1ccccc12)OCc1ccccc1
15) O=C(NCCCN1CCOCC1)C(=O)N/N=C/c1ccccc1
16) CCN(CC)C(=O)CSc1ncnc2sc(-c3ccccc3)cc12
17) C=CCn1c(SCC(=O)Nc2ccccc2)nc2scc(-c3cccs3)c2c1=O
18) O=c1[nH]c(=O)n(Cc2ccco2)c2c1C(C(F)(F)F)(C(F)(F)F)N=C(CCc1ccccc1)N2
Compound | 13 | 14 | 15 | 16 | 17 | 18
IMPase cell inh | 6.8 | ? | . | -3.3 | 3.8 | 5.6
ALOX15B inhib | -17.8% | . | . | 9.7% | -10.1% | .
PNC inhibitor | ? | ? | 58.9 | -20.8 | 22.1 | 14.4
12-hLO inh | -14.5% | -0.3% | -1.4% | -0.6% | 1.1% | -1.3%

19) Cc1nnc(C)n1/N=C/c1cccn1C
20) O=C(CSc1ncnc2ccccc12)Nc1ccc2c(c1)OCO2
21) Cc1ccc(NC(=O)OCc2cn(-c3ccc(Cl)cc3)nn2)cc1
22) CCCCc1ccc(NC(=S)Nc2cccnc2)cc1
23) CCOc1ccc(C(=O)N2CCc3cc(OC)c(OC)cc3C2)cc1OCC
24) CCNc1nc(CC)nc2c1oc1ccccc12
Compound | 19 | 20 | 21 | 22 | 23 | 24
IMPase cell inh | -4.6 | 4.5 | -2.0 | 7.1 | 3.9 | 0.6
ALOX15B inhib | -3.1% | -3.9% | -2.4% | . | -3.4% | 4.5%
PNC inhibitor | 18.5 | 40.0 | -5.7 | ? | 12.5 | -14.7
12-hLO inh | -3.3% | 0.5% | -4.9% | -3.9% | -2.8% | 0.4%

25) c1ccc(CN=C2NN=C(c3cc4ccccc4o3)CS2)cc1
26) c1ccc(N2CCN(c3nnc(Cc4cccnc4)c4ccccc34)CC2)nc1
27) O=C(Cc1ccc(Cl)cc1)Nc1cccc(-c2nnc(-c3ccco3)o2)c1
28) CC1SCC(=O)N(CC(=O)Nc2ccc3c(c2)OCO3)C1=O (stereo not given)
29) CCOCCCNC(=O)C(c1ccc(Cl)cc1)N(Cc1cccs1)C(=O)CNC(C)=O (stereo not given)
30) Cc1nc(N2CCN(C)CC2)c2sc(=S)n(C)c2n1
Compound | 25 | 26 | 27 | 28 | 29 | 30
IMPase cell inh | . | 1.9 | -13.4 | -2.5 | -1.7 | 11.7
ALOX15B inhib | . | -2.1% | ? | . | . | 12.1%
PNC inhibitor | -11.1 | -25.1 | 47.1 | ? | ? | 6.4
12-hLO inh | -2.0% | -0.7% | 1.5% | 0.1% | -1.8% | -3.0%

31) O=C(O)Cc1coc(-c2ccc(F)cc2)n1
32) COCCn1nnnc1C(c1cccc(OC)c1OC)N1CCN(C2CCCCC2)CC1 (stereo not given)
33) Cc1ccc(C)c(/C=C/C(=O)c2ccccc(=O)c2O)c1
34) OCCN1CCN(C(=S)NCCc2ccccc2)CC1
35) c1ccc(OCc2nn3c(Cn4nnc5ccccc54)nnc3s2)cc1
36) CC(=O)Nc1ccc(S(=O)(=O)N2CCN(C34CC5CC(CC(C5)C3)C4)CC2)cc1
Compound | 31 | 32 | 33 | 34 | 35 | 36
IMPase cell inh | -3.7 | 4.1 | . | 15.0 | -8.7 | -0.5
ALOX15B inhib | 5.1% | -1.5% | . | 6.9% | -19.4% | 11.7%
PNC inhibitor | 22.0 | -8.4 | 4.1 | 14.5 | -12.8 | -11.0
12-hLO inh | -2.9% | 1.5% | -27.6% | 5.3% | -3.5% | -2.4%

37) N#Cc1cc2c(nc1SCC(=O)Nc1sc3c(c1C#N)CCC3)CCC2
38) COC(=O)c1c(-c2cccc3ccccc23)csc1NC(=O)Cc1ccc(OC)c(OC)c1
39) Cc1oc(-c2ccccc2)cc1C(=O)Nc1cccc(C(=O)O)c1
40) CC(/C=N\N1CCN(Cc2ccc(C)cc2)CC1)=C\c1ccccc1
41) O=C(N/C(=C/c1cccnc1)C(=O)N1CCOCC1)c1ccccc1Br
42) Cc1ccc(Nc2cc(C)nc(NCc3ccccc3)n2)cc1
Compound | 37 | 38 | 39 | 40 | 41 | 42
IMPase cell inh | 7.6 | 6.3 | -0.1 | 5.8 | 1.6 | .
ALOX15B inhib | -9.7% | 15.8% | 3.1%[2.29 µM] | . | . | .
PNC inhibitor | 32.0 | -12.0 | 8.0 | 0.2 | -10.8 | -27.5
12-hLO inh | 0.6% | 0.3% | -4.6% | 15.2% | 0.0% | -12.0%

43) CCOC(=O)CN1CC23C=CC(O2)C(C(=O)NCCc2ccccc2)C3C1=O (stereo not given)
44) c1ccc2c(c1)nc(Nc1ccc3c(c1)OCO3)c1nnnn12
45) O=C(c1ccco1)N1CCN(C(=O)C2CCN(S(=O)(=O)Cc3ccccc3)CC2)CC1
46) CCOC(=O)CN(c1cccc(C(C)=O)c1)S(C)(=O)=O
47) CC(C/C=N/NC(=O)COc1cc(Cl)ccc1Cl)c1ccccc1 (stereo not given)
48) C=CCn1cc(/C=N\NC(=O)c2cc3c(ccc4ccccc43)o2)c2ccccc21
Compound | 43 | 44 | 45 | 46 | 47 | 48
IMPase cell inh | 3.2 | 2.5 | 2.9 | 6.7 | 6.9 | -0.8
ALOX15B inhib | 2.1% | 0.1% | 7.7% | 1.4% | -16.1% | -14.2%
PNC inhibitor | 33.7 | -11.0 | -18.4 | -25.1 | 25.5 | ?
12-hLO inh | -2.9% | -11.4% | -1.0% | -2.2% | -12.4% | 2.7%

49) O=C(CCc1ccc(S(=O)(=O)N2CCOCC2)cc1)N/N=C/c1cccc(O)c1
50) CCOC(=O)/C(C#N)=C/c1cc2ccccc2nc1N1CCOCC1
51) Cc1cccc2nc(-c3ccccc3)nc(N3CCC(O)(c4ccc(Cl)cc4)CC3)c12
52) O=C(Oc1ccc2c(c1)O/C(=C\c1ccncc1)C2=O)c1ccccc1
Compound | 49 | 50 | 51 | 52
IMPase cell inh | . | . | . | 1.4
ALOX15B inhib | . | . | . | .
PNC inhibitor | -11.6 | 8.8 | ? | ?
12-hLO inh | -1.0% | -0.8% | -1.2% | 2.8%

Given tab-delimited: part of the list above
No.	smiles	IMPase cell inh	ALOX15B inhib	PNC inhibitor	12-hLO inh
34	OCCN1CCN(C(=S)NCCc2ccccc2)CC1	15.0	6.9%	14.5	5.3%
35	c1ccc(OCc2nn3c(Cn4nnc5ccccc54)nnc3s2)cc1	-8.7	-19.4%	-12.8	-3.5%
36	CC(=O)Nc1ccc(S(=O)(=O)N2CCN(C34CC5CC(CC(C5)C3)C4)CC2)cc1	-0.5	11.7%	-11.0	-2.4%
37	N#Cc1cc2c(nc1SCC(=O)Nc1sc3c(c1C#N)CCC3)CCC2	7.6	-9.7%	32.0	0.6%
38	COC(=O)c1c(-c2cccc3ccccc23)csc1NC(=O)Cc1ccc(OC)c(OC)c1	6.3	15.8%	-12.0	0.3%
39	Cc1oc(-c2ccccc2)cc1C(=O)Nc1cccc(C(=O)O)c1	-0.1	3.1%[2.29 µM]	8.0	-4.6%
40	CC(/C=N\N1CCN(Cc2ccc(C)cc2)CC1)=C\c1ccccc1	5.8	.	0.2	15.2%
41	O=C(N/C(=C/c1cccnc1)C(=O)N1CCOCC1)c1ccccc1Br	1.6	.	-10.8	0.0%
42	Cc1ccc(Nc2cc(C)nc(NCc3ccccc3)n2)cc1	.	.	-27.5	-12.0%
43	CCOC(=O)CN1CC23C=CC(O2)C(C(=O)NCCc2ccccc2)C3C1=O (stereo not given)	3.2	2.1%	33.7	-2.9%
44	c1ccc2c(c1)nc(Nc1ccc3c(c1)OCO3)c1nnnn12	2.5	0.1%	-11.0	-11.4%
45	O=C(c1ccco1)N1CCN(C(=O)C2CCN(S(=O)(=O)Cc3ccccc3)CC2)CC1	2.9	7.7%	-18.4	-1.0%
46	CCOC(=O)CN(c1cccc(C(C)=O)c1)S(C)(=O)=O	6.7	1.4%	-25.1	-2.2%
47	CC(C/C=N/NC(=O)COc1cc(Cl)ccc1Cl)c1ccccc1 (stereo not given)	6.9	-16.1%	25.5	-12.4%
48	C=CCn1cc(/C=N\NC(=O)c2cc3c(ccc4ccccc43)o2)c2ccccc21	-0.8	-14.2%	?	2.7%
49	O=C(CCc1ccc(S(=O)(=O)N2CCOCC2)cc1)N/N=C/c1cccc(O)c1	.	.	-11.6	-1.0%
50	CCOC(=O)/C(C#N)=C/c1cc2ccccc2nc1N1CCOCC1	.	.	8.8	-0.8%
51	Cc1cccc2nc(-c3ccccc3)nc(N3CCC(O)(c4ccc(Cl)cc4)CC3)c12	.	.	?	-1.2%
52	O=C(Oc1ccc2c(c1)O/C(=C\c1ccncc1)C2=O)c1ccccc1	1.4	.	?	2.8%
